# phage Ecoli inh = E. coli growth loss with phage present; growth absorbance; inhibition, % at 11.9 µM; 360,000 tested, 0.26% active; in the data active means inhibition above about 11%
# CDK5 inh = inhibitors of human CDK5/p35 kinase. Q00535+Q15078. Recombinant CDK5/p35, ADP-Glo luminescence, 60 min. inhibition, % at 10 µM. 330,000 tested, 0.01% active;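 active means highest replicate inhibition of at least 50% and at least 75% of replicates reaching 50%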;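 further: plate controls were DMSO neutral control for no effect and GW8510 at 10 µM for full effect; many of its hits are not listed in these tables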
# AddAB inh = less growth of phage-infected E. coli with AddAB. E. coli expressing H. pylori AddAB, absorbance growth. inhibition, % at 11.9 µM. 330,000 tested, 0.29% active; in the data active means inhibition above about 12%;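 further: 0% = vehicle wells of infected cells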
# PKA-R1A activ = PKA-R1A complex activation; PKA-R1A dissociation, Cy5-IP20 fluorescence polarization; scaled: DMSO 0%, 113 µM cGMP 100%; activation, % at 11.4 µM; 340,000 tested, 0.083% active; AID 504707;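 active means percent activation above the mean of all tested compounds plus 3 SD, cut at about 19% in these data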;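 further: higher means more PKAc released from R1A so a rise in polarization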
# E coli growth = counter-screen for AddAB inhibitors: E. coli growth inhibition; inhibition, % at 11.9 µM; AID 449728; E. coli V3065 growth, OD600 absorbance, 18 h; 330,000 tested, 0.27% active;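 active means inhibition above the campaign's mean inhibition across all tested compounds plus 3 SD, cut at about 9.9% in these data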;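 further: uninfected addAB+ strain grown without phage in ampicillin broth; 0% = DMSO wells and 100% = ciprofloxacin 0.95 µg/ml wells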
# HTR5A ag = counter-screen for OPRM1-OPRD1 agonists: human HTR5A agonism; P47898; HTR5A agonist assay, luminescence, cell-based; activation, % at 9.3 µM; 340,000 tested, 0.61% active; AID 504692; in the data active means activation mostly above about 9.5%, no sharp cut-off; inactive means mostly below about 7.6%;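 further: 0% = cells with vehicle only and 100% = reference agonist; strong numbers were not always called active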
# Target sequence (P47898 whole entry, looked up): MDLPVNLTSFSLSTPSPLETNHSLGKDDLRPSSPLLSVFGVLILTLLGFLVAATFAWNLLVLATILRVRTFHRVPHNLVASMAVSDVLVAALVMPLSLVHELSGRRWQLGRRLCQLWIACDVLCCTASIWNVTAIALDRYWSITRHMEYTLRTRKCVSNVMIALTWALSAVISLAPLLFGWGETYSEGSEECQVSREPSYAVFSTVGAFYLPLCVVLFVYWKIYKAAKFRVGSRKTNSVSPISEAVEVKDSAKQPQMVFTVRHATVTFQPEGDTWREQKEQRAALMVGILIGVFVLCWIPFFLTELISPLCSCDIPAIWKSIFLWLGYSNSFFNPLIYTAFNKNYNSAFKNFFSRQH
# DAGLB inh = diacylglycerol lipase beta (human) inhibition | HEK293T DAGLB membrane lysate, EnzChek fluorogenic substrate | Q8NCG7 | 340,000 tested, 0.059% active | inhibition, % at 5.17 µM; in the data active means inhibition above about 34%;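 further: 0% = enzyme with vehicle and 100% = wells lacking enzyme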
# Target sequence (Q8NCG7 whole entry, looked up): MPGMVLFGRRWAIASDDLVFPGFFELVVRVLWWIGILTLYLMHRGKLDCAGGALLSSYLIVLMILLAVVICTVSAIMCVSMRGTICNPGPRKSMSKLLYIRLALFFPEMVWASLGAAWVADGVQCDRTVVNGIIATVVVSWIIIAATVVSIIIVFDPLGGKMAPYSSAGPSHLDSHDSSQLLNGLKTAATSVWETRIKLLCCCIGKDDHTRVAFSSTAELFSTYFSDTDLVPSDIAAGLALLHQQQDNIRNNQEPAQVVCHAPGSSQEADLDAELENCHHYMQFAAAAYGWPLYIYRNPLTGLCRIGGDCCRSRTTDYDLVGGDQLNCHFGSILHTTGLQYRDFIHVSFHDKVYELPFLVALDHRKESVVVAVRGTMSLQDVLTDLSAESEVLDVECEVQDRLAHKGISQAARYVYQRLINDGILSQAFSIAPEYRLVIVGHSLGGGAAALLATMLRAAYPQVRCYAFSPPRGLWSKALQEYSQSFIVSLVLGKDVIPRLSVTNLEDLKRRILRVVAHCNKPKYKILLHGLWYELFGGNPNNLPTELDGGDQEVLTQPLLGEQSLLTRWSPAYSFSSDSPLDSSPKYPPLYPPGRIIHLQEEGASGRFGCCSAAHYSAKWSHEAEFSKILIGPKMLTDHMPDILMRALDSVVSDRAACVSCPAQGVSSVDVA
# PKA-R2B act = PKA-R2B complex activation | P22694+P31323 | PKA-R2B holoenzyme dissociation, Cy5-IP20 fluorescence polarization; R2B truncated from residue 108, S112A mutant; 0% DMSO only, 100% 113 µM cGMP | activation, % at 11.4 µM | 340,000 tested, 0.079% active;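 active means activation above a cutoff set at the mean over all compounds plus 3 SD, cut at about 18% in these data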;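 further: higher means more holoenzyme dissociation and a rise in polarization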
# Tat transport = inhibitors of E. coli Tat protein transport; E. coli MC4100 TorA-mCherry Tat export, fluorescence; inhibition, % at 10 µM; 340,000 tested, 0.036% active; AID 488895;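 active means mean replicate inhibition at least 50% and at least half of replicates individually reaching 50%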;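 further: exported cargo escapes ClpAP degradation while cytoplasmic cargo is degraded and loses fluorescence; 0% = median of neutral control wells and 100% = median of NaSCN control wells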
# HTR5A inv ag = inverse agonist of human HTR5A in OPRM1-OPRD1 counter-screen. AID 504634. 340,000 tested, 0.083% active. inhibition, % at 9.3 µM. P47898. HTR5A cell line, luminescence, inverse agonism; in the data active means inhibition mostly above about 23%, no sharp cut-off; inactive means mostly below about 18%;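 further: 0% = cells with DMSO and 100% = no-cell wells with DMSO; some compounds called inactive have numbers as strong as hits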
# Mot1-301 SUMO = SUMOylation pathway inhibition by Mot1-301 growth rescue | growth rescue, % at 18.8 µM | S. cerevisiae Mot1-301 growth rescue, ATP luminescence, 38.5C; percent above DMSO median, 100 means doubled | 320,000 tested, 1% active | AID 2716;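 active means every valid replicate shows activation above 250% relative to neutral control wells; inactive means the rest, any valid replicate at or below 250%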;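 further: OY570 slx delta 5 strain wells were the positive control but not used for scaling; some compounds called inactive have numbers as strong as hits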
# * hit, by the source's call; . = no result given; & = joins results of further samples.
SMILES,phage Ecoli inh,CDK5 inh,AddAB inh,PKA-R1A activ,E coli growth,HTR5A ag,DAGLB inh,PKA-R2B act,Tat transport,HTR5A inv ag,Mot1-301 SUMO
CN(C)S(=O)(=O)n1cc(/C=C(\NC(=O)c2ccccc2Cl)C(=O)NCCCn2ccnc2)c2ccccc21,3.2,.,2.7,8,-0.3,9,0,-1,1,-14,8
O=C(COc1ccccc1)n1nc(-c2ccc(Cl)cc2)nc1NCc1ccco1,5.1,-1.2,3.1,-22,-0.4,-3,0,-5,1,-27,-20
Cc1c(C(=O)N2CCN(c3ccccc3)CC2)oc2c(Cl)cccc12,4.5,0.5,0.4,-1,1.6,6,-14,-9,14,17,-6
O=C(NCCc1ccc(F)cc1)c1cccc(NC(=O)c2ccccc2)c1,4.6,1.0,1.5,0,-0.8,2,-1,8,-3,-9,1
CCCN1C(=O)c2ccccc2NC1c1ccc(OC)c(CSc2ccccn2)c1 (stereo unspecified),1.8,1.2,-0.8,-4,0.6,5,-3,-7,6,15,4
COc1ccc(S(=O)(=O)NCCc2csc(C)n2)cc1C,2.5,0.4,0.2,1,0.8,3,-2,-7,2,-7,1
O=C(NCCc1ccccc1)C1CCCN(S(=O)(=O)c2cccnc2)C1 (stereo unspecified),2.0,-3.2,2.0,-6,-2.1,-1,3,-6,-7,-2,9
Cn1ncc(N=Cc2ccc([N+](=O)[O-])cc2)c1C(=O)N1CCOCC1,0.3,0.3,0.9,-6,-1.4,-7,0,2,-4,18,3
COc1cc2ccccc2cc1C(=O)Nc1ccc(O)cc1,7.9,0.5,5.9,-18,4.3,1,-4,-11,1,6,0
O=C(O)CCCNC(=O)/C(=C\c1ccc(Cl)cc1)NC(=O)c1ccccc1Br,2.0,0.8,2.5,-1,-1.5,0,0,-5,-5,0,366
Cc1cccc(C(=O)NCc2ccc(S(N)(=O)=O)cc2)c1[N+](=O)[O-],1.1,-0.1,2.5,1,0.6,-3,1,-3,-7,18,26
COc1ccc(/C=C/C(=O)Nc2cc(C)on2)cc1,2.1,0.6,4.8,0,-2.4,-2,0,0,-2,13,58
Cc1ccc(COC(=O)c2cc(S(=O)(=O)N3CCOCC3)ccc2C)cc1,-0.1,1.2,-1.9,-14,-3.5,6,-12,0,7,-16,-2
CCCc1cc(=O)oc2cc(OCC(=O)NCc3ccccn3)ccc12,-4.3,-4.2,3.7,-6,-0.2,3,-4,6,-3,-11,-4
Cc1c(NC(=S)NC(NC(=O)C(C)(C)C)C(Cl)(Cl)Cl)c(=O)n(-c2ccccc2)n1C (stereo unspecified),2.6,2.8,2.6,-3,0.5,1,-1,4,-3,9,-15
CCOc1ccc(C(=O)C[n+]2ccccc2C)cc1,2.5,1.4,1.6,5,0.3,-6,0,-3,-2,14,-4
COc1cccc2c1O/C(=N\O)C(C(=O)Nc1cccc(C)c1C)C2 (stereo unspecified),1.1,-1.2,.,11,.,0,1,-4,1,1,3
CC1=Nc2ccc(C)c3nc(C)cc(c23)N1c1ccc(C)cc1,-0.2,-1.1,3.4,14,-1.7,3,-1,11,-7,2,3
CCCn1c(=O)n(N)c2ccccc21,3.8,-2.8,3.1,8,-0.9,2,1,-15,-1,2,-2
O=C(NCC1CCCN1S(=O)(=O)c1cccs1)c1cccc(Cl)c1 (stereo unspecified),1.3,0.0,0.5,4,0.0,4,2,-3,0,-11,-4
Cc1nc(SCc2ccccc2)c2ccsc2n1,0.9,0.6,1.0,-18,2.7,3,-12,-4,5,-9,151
CN(C)C(=O)c1c(-c2ccccc2)oc2ccc(O)cc12,3.2,1.1,1.6,6,0.6,6,1,3,1,13,20
CCC(=O)NCCc1nc2ccccc2[nH]1,1.0,2.1,1.5,-9,2.2,2,1,-5,-13,0,22
CC(C)c1ccc(N2C(=O)/C(=C/N(C)C)SC2=S)cc1,3.6,-0.1,6.0,10,1.8,6,2,-3,-11,5,10
CCn1c(CC(=O)Nc2ccc(C)cc2)nnc1SCC(=O)NCc1ccccc1,0.9,-2.6,3.0,9,-2.5,1,-1,-8,22,-26,-30
Cn1c(CC2Sc3ccccc3NC2=O)nnc1SCC(=O)c1ccc(Cl)cc1 (stereo unspecified),0.1,0.2,0.0,-13,-2.5,0,1,-10,-12,18,-9
COc1ccccc1C(CCN(Cc1cccs1)C(C)=O)c1ccco1 (stereo unspecified),0.9,1.7,1.1,-4,-0.6,1,4,-4,17,-11,.
O=S(=O)(NCc1ccc(F)cc1)c1ccc(-c2cnc(C3CC3)o2)cc1,2.8,-2.7,3.7,6,-3.1,-3,-4,11,1,-20,300
COc1ccc(S(=O)(=O)NCCC(=O)NCc2ccccc2)cc1,0.7,-1.6,1.6,10,0.1,3,1,-1,1,-31,9
Cc1[nH]nc(N=CC2=C(O)CC(C)(C)CC2=O)c1-c1ccc(Cl)cc1,1.5&2.7,-1.2,2.2,-8,1.2,2,-1,2,21,-5,45
CCOC(=O)c1ccc(NC2c3ccccc3C(=O)N2c2ccc(C)cn2)cc1 (stereo unspecified),3.8,0.3,2.2,-11,-1.3,-2,-1,-2,1,-29,-12
O=C(Cc1ccccc1)NN1CCCCC1,1.9,0.9,2.9,3,-3.0,0,-5,-3,-5,-1,-9
CCc1ccc(OCc2nnc(SCC(=O)Nc3cccc(C(=O)N4CCOCC4)c3)o2)cc1,2.7,0.0,-1.2,5,-3.5,-4,-2,8,7,11,4
CCOc1ccc(OCC)c(-c2c(=O)n(OCc3ccc(Cl)cc3)c3ccccc3[n+]2[O-])c1,2.0,0.8,-0.6,1,0.6,2,-8,-2,10,-3,-17
CCOc1ccc(NC(=S)N2CCc3cc(OC)c(OC)cc3C2COc2ccc3c(C)cc(=O)oc3c2)cc1 (stereo unspecified),0.4,0.1,2.5,-6,1.0,-2,3,-4,-1,-7,-7
Cc1c(CNCCC2=CCCCC2)c(C(=O)O)c(C)n1Cc1ccccc1,1.6,-0.4,0.5,2,-0.8,-6,-2,-1,5,14,-3
O=c1oc2ccccc2c2c1cnc1ccccc12,1.8,0.8,-1.1,-5,3.4,3,-1,4,-3,-9,.
CC(C)CC(=O)NC(=S)Nc1ccc(F)cc1F,3.1,-1.3,-3.4,-2,-1.3,1,-5,2,10,-14,-15
CC(C)(C)NC(=O)CSc1ccc(C(C)(C)C)cc1,3.1,1.1,-2.6,-5,-2.8,1,-4,0,-8,-3,-3
COc1ccc(/C=N/Nc2cc(C)nc3ccc(OC)cc23)c(OC)c1,2.5,4.2,1.6,-11,3.0,4,2,-2,2,-15,23
O=C1CN(S(=O)(=O)c2cccc(Br)c2)CCN1,2.8,-0.1,-1.3,1,-1.2,2,-2,4,0,-7,-2
Cc1cc(NS(=O)(=O)c2ccc(NC(=S)Nc3ccc(Cl)cc3C)cc2)no1,12*,-0.1,6.2,-7,5.2,-5,0,7,-14,13,17
C/C(CCC(=O)O)=N/Nc1ccc([N+](=O)[O-])cc1[N+](=O)[O-],5.0,2.7,0.3,-2,1.6,-1,-1,3,1,0,2
C=CCn1c(NC(=O)c2ccc(Br)o2)c(C(=O)OCC)sc1=S,-2.7,1.4,0.6,-6,2.7,4,2,3,-4,-5,-6
CC(OC(=O)/C=C/c1ccc2ccccc2n1)C(=O)N(C)c1ccccc1 (stereo unspecified),-1.1,-0.8,1.6,-3,-1.2,2,2,13,4,-6,6
COc1ccc(/C=C/C(=O)OCC(=O)NCCC2=CCCCC2)cc1OC,2.1,-2.4,1.0,-14,2.1,-4,-4,-2,1,11,.
CCOC(=O)C(=Cc1ccc(-n2ccnc2)cc1)C(=O)OCC,1.0,-0.2,1.4,-4,-0.7,-2,3,-7,-6,6,3
Cc1occc1C(=O)NNC(=S)NCc1ccccc1,3.3,0.5,1.0,-1,-2.6,5,-2,0,5,-14,-11
O=C(NCC(c1cccs1)N1CCOCC1)c1ccccc1NS(=O)(=O)c1ccc(Cl)cc1 (stereo unspecified),4.7,0.7,1.5,-1,0.9,6,5,-5,9,3,3
O=C(OCC(=O)N1CCCC1)c1cccs1,5.1,0.4,0.0,2,3.7,-1,-2,11,2,3,3
CC1CCN(C(=O)CSc2nc3ncccc3[nH]2)CC1,1.3,-0.7,0.8,-2,2.5,-4,-1,6,-4,16,-10
COc1ccc(-c2cc(C(=O)N3CCCCCC3)c3cc(C)ccc3n2)cc1,0.2,-0.6,2.0,-3,-0.1,5,-7,-5,14,-6,7
COc1ccccc1NS(=O)(=O)c1cc(NC(=O)c2cccc(S(=O)(=O)N(C)C)c2)ccc1N1CCOCC1,0.7,-1.4,.,-4,.,2,2,-1,-5,-5,.
CC(=O)n1cc(Nc2ccc([N+](=O)[O-])cc2)c2ccccc21,4.0,1.2,-1.7,1,-0.8,-9,6,-2,5,22,.
O=C(CN1CCN(c2ccc(Cl)cc2)CC1)N1CCCC1,2.7,0.5,-2.7,-6,-2.3,0,2,-5,-8,4,3
Fc1ccc(CN2CCN3CCCC3C2C2CCCCC2)cc1F (stereo unspecified),0.6,-0.5,1.2,-12,-0.4,1,-3,-5,-1,-11,-6
CCOC(=O)c1cnc(SC)nc1Oc1cccc(NS(=O)(=O)c2ccc(Cl)cc2)c1,0.3,2.4,1.0,9,-3.8,-1,-2,7,-5,-6,-1
Cc1ccccc1C(=O)Nc1ccc(N2CCCC2)cc1,2.3,-2.2,-3.1,-14,-2.5,-5,5,-1,2,12,-10
COc1ccccc1CNC1CCN(Cc2ccccc2)CC1,-2.4,2.1,2.8,-1,-1.6,5,0,4,-13,-18,-11
CSc1ccc(S(=O)(=O)NCC(=O)OCC(=O)NC2(C#N)CCCCC2)cc1[N+](=O)[O-],1.1,0.6,-0.5,6,-1.4,0,3,4,0,-1,1

# The closing 3 entries of the part above open the next one:
SMILES,phage Ecoli inh,CDK5 inh,AddAB inh,PKA-R1A activ,E coli growth,HTR5A ag,DAGLB inh,PKA-R2B act,Tat transport,HTR5A inv ag,Mot1-301 SUMO
Cc1ccccc1C(=O)Nc1ccc(N2CCCC2)cc1,2.3,-2.2,-3.1,-14,-2.5,-5,5,-1,2,12,-10
COc1ccccc1CNC1CCN(Cc2ccccc2)CC1,-2.4,2.1,2.8,-1,-1.6,5,0,4,-13,-18,-11
CSc1ccc(S(=O)(=O)NCC(=O)OCC(=O)NC2(C#N)CCCCC2)cc1[N+](=O)[O-],1.1,0.6,-0.5,6,-1.4,0,3,4,0,-1,1
O=C(OCc1nc2ccccc2s1)c1cnccn1,1.0,-0.1,-0.2,0,0.8,-1,-2,-6,-2,-31,-15
NC(=O)c1ccccc1N/C=C1\CCCCC1=O,1.7,1.0,1.1,4,0.3,-2,3,3,2,11,-9
CC(C)Cc1nc2oc3c(NCC(C)O)ncnc3c2c2c1CCCC2 (stereo unspecified),-1.2,0.6,-0.3,-12,-0.7,1,-1,-8,7,-3,-3
CC1=C(CCN2CCN(C(C)C)C(CCO)C2)C(C)(C)CCC1 (stereo unspecified),3.9,-0.9,1.7,12,-0.1,7,-2,0,-8,4,1

# Compound activity deposited in PubChem by several laboratories.
